Compound activity: PubChem BioAssay, National Center for Advancing Translational Sciences (NCATS)
aSyn rescue – rescues yeast growth from alpha-synuclein toxicity | Yeast expressing alpha-synuclein, growth rescue, BacTiter-Glo, 24 h | Potency, µM (doses to about 46.1 µM), for the others: at the highest dose growth rescue (activation), usual class: activators | 370,000 compounds, 0.14% hits | AID 652106; also: potency is read from the fitted curve at half-maximal effect; % of control where 0% means no effect; nearly all actives have a fitted effect of over 65% in size
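Screening used galactose-induced yeast with toxic alpha-synuclein levels, exposed to compound for 24 hr at 30 deg C. Cell growth, read with BacTiter-Glo luminescence, gave the measured signal.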
FUS suppressor – suppressors of FUS proteinopathy in yeast. Potency, µM (doses to about 76.6 µM), without a hit: at the highest dose growth rescue (activation), actives largely listed as activators. 390,000 compounds, 0.24% hits. S. cerevisiae FUS-expressing, growth rescue, OD600, 24 h. AID 1347120;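 also: potency is read from the fitted curve at half-maximal effect; plate controls were DMSO vehicle for no effect and reference control for full effect; nearly all actives have a fitted effect of over 55% in size; some results filed as inactive show a strong effect at the top dose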
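Compound concentration series was pinned onto galactose-induced FUS-expressing yeast seeded at OD 0.005. Plates sat 24hr at 30C; absorbance at 600 nm gave growth. DMSO served as background control.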
DRD3 antagonist – D3 dopamine receptor (human) antagonism; P35462; D3R cells, DiscoveRx beta-arrestin luminescence, antagonist mode; active compounds read low; max response, negative = inhibition, %; 360,000 compounds, 2.5% hits; AID 652054; in the data active = max response below about -50%; inconclusive = no clear call, values can overlap the other calls; also: % is scaled to controls: 0 for no effect and ±100 for the full control effect; mostly tested at two doses, the higher about 12 µM
Target sequence (P35462 whole entry, looked up): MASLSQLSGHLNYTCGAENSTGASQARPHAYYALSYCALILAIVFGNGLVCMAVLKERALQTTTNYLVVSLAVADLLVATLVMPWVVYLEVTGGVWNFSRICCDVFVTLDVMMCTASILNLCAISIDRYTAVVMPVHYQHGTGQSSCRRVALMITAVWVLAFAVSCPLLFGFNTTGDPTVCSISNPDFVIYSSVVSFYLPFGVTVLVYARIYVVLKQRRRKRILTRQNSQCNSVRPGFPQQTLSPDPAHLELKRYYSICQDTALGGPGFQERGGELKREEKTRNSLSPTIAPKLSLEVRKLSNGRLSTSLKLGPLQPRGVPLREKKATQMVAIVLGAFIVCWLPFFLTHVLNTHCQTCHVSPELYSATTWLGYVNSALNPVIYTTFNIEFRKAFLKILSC
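Cells plated overnight at 1500 cells/well, then exposed to library compounds with dopamine controls for 90 minutes at 37 degrees C. DiscoveRx reagent added for 30–60 minutes at room temperature; luminescence read, quantitative HTS format.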
Abeta yeast res – restores growth of yeast expressing A-beta42 peptide; yeast expressing A-beta42, growth rescue, OD600, 48 h; response scale: 0% DMSO, 100% iron-clioquinol control; Potency, µM (titrated, usually from 46.1 µM), inactives show top-dose growth rescue, most hits filed as activators; 410,000 compounds, 0.063% hits; AID 1347071; also: potency is read from the fitted curve at half-maximal effect; nearly all actives have a fitted effect of over 55% in size
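Yeast growth medium received pinned compounds, then yeast cells expressing toxic A-beta were added; plates incubated at 30 C for 48 hr. Growth read as absorbance at 600 nm, normalized to DMSO and equimolar FeCl3 plus clioquinol controls.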
GLP1R inv ag – acts as inverse agonist at human GLP-1 receptor. P43220. HEK293 GLP-1R CRE-luciferase, luminescence, 24 h; GLP-1R form is constitutively active. Potency, µM (top dose mostly 38.3 µM), inactives show top-dose activity change, negative = inhibition, usual class: inhibitors. 410,000 compounds, 1.6% hits. AID 624417; also: potency is read from the fitted curve at half-maximal effect; % is scaled to controls: 0 for no effect and ±100 for the full control effect; nearly all actives have a fitted effect of over 55% in size
Target sequence (P43220 whole entry, looked up): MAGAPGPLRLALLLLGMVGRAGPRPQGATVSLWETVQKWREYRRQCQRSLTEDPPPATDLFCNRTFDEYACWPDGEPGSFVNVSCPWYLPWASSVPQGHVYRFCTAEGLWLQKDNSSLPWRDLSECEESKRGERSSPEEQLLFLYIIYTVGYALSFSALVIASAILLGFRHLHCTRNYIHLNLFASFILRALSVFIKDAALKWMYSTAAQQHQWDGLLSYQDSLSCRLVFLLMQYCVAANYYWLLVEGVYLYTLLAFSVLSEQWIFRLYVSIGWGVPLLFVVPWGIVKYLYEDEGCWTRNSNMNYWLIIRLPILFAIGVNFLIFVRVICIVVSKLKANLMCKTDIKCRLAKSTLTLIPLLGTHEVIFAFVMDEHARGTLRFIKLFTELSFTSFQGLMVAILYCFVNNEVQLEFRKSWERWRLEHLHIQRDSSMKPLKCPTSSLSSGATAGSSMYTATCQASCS
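HEK293 cells stably co-expressing a cAMP-responsive luciferase reporter and constitutively active GLP-1R were seeded, incubated 12 h, then exposed to compounds for 24 h at 37 C. Luminescence was read 12 min after detection reagent; inverse agonists lower signal.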
pAkt inh – inhibitors of Akt phosphorylation; Neuro2A IGF-stimulated pAkt S473 HTRF, 20 min; active compounds read low; activity change, % for hits at 50 µM; 360,000 compounds, 0.32% hits; in the data active = activity change below about -80%; inconclusive = mostly about -51% to -80%; also: % is scaled to controls: 0 for no effect and ±100 for the full control effect
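Neuro2A cells in DMEM with 0.5% FBS, overnight at 37 deg C, given compound at single 50 µM final, then IGF (6 nM final) for 20 min at 37 deg C. Lysed; phospho-Akt Ser473 by HTRF after 24 h, 665/615 ratio.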
TDP43 rescue – inhibitors of TDP-43 toxicity in yeast. Potency, µM (top dose mostly 46.1 µM), for the others: top-dose growth rescue (activation), most hits filed as activators. TDP-43 expressing yeast growth rescue, BacTiter-Glo, 24 h. 410,000 compounds, 1.8% hits. AID 652104; also: potency is read from the fitted curve at half-maximal effect; % of control where 0% means no effect; nearly all actives have a fitted effect of over 50% in size
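Yeast cells expressing TDP-43 under galactose induction are exposed to compounds for 24 hr at 30 deg C. BacTiter-Glo luminescence measures growth, so protective compounds score as activators.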
PTHR1 agonist – activates the human parathyroid hormone receptor PTHR1; HEK293 GP2 PTHR1 cells, GloSensor cAMP luminescence, 1 h; Potency, µM (doses to about 115 µM), for inactives: at the highest dose activation, actives largely listed as activators; 410,000 compounds, 0.075% hits; AID 743266; also: potency is read from the fitted curve at half-maximal effect; nearly all actives have a fitted effect of over 55% in size; some results filed as inactive show a strong effect at the top dose; inactives centre near -15; many of its hits are not listed in these tables
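HEK-293-derived GP2 cells expressing PTHR1 and a GloSensor cAMP reporter, 3,000/well, plated overnight, given luciferin plus IBMX (each 0.5 mM as added) for 1 h at 37 °C, then compound for 1 h at 37 °C. Luminescence was read after 15 min at room temperature.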
GLP-1R agonist – agonists of human GLP-1 receptor. P43220. HEK293 GLP-1R CRE-luciferase, luminescence, 4-6 h; cells express a hypersensitive GLP-1R form. Potency, µM (highest dose often 45.6 µM), without a hit: at the top dose activation, hits mostly activators. 380,000 compounds, 0.007% hits. AID 624172; also: potency is read from the fitted curve at half-maximal effect; % of control where 0% means no effect
Numbers without * were called inactive; i = inactive; ? = inconclusive; . = not tested or not shown; & = joins results of further samples; ! = not confirmed by another sample; [ ] = dose if it differs, or a comment. Unless noted, calls follow the shape of the dose curve; as a rule, active = well fitted curve in the direction sought with a large enough effect; inconclusive = small, poorly fitted or top-dose-only effect, or another doubt; inactive = no such curve, though single readings can be large; an effect the other way counts as inactive or inconclusive. Not all compounds are listed; rates above refer to the full screens.

Values run as follows: GLP-1R agonist | DRD3 antagonist | TDP43 rescue | GLP1R inv ag | FUS suppressor | Abeta yeast res | aSyn rescue | PTHR1 agonist | pAkt inh
> CCc1ccc(OCC(=O)Nc2ccc3oc(-c4ccc(OC)cc4)nc3c2)cc1
 : . | . | 12% | 9% | -31% | 7% | . | i | .
> CC1CCCN(CCCNC(=O)CN2C(=O)COc3ccc(S(=O)(=O)N4CCOCC4)cc32)C1 (stereo not given)
 : 3% | 14 | 14% | 0% | -3% | 0% | 0% | i | i
> NC(=S)NN=C1CCC(C2CCCCC2)CC1 (stereo not given)
 : 14% | -22 | 18% | 2.2µM* | 12% | 3.2µM* | -8% | -13% | i
> CC(c1ccon1)N(C)C(=O)c1ccc(OC2CCN(C(=O)C3CC3)CC2)cc1 (stereo not given)
 : 0% | 4 | -2% | -7% | 8% | -10% | 0% | -8% | i
> Cc1ccc(OCc2nc(-c3ccccn3)n[nH]2)cc1
 : -2% | -15 | 13µM* | ? | -2% | ? | ? | i | i
> O=C(Cc1ccccc1)NS(=O)(=O)c1ccccc1
 : -3% | -24 | 15% | -4% | -21% | 5% | -12% | i | i
> Cc1ccc(NC(=S)NC2CCCC2)cc1
 : -9% | -22 | -8% | ? | 6% | -9% | -16% | i | i
> CC1(c2nnc(-c3cccc(Cl)c3)o2)CC(c2cccc([N+](=O)[O-])c2)=NO1 (stereo not given)
 : -5% | -21 | 20% | 15% | 16% | -19% | 12% | -39%[inhibitor] | i
> CCc1ccc2[nH]c(C(=O)Nc3ccc4c(c3)OCO4)cc2c1
 : 15% | -9 | -21% | -4% | 35% | -12% | -19% | i | i
> COC(=O)c1ccc(COC(=O)CNC(=O)C2CCCCC2)cc1
 : 14% | -7 | -8% | 9% | -3% | -16% | -7% | -11% | i
> COc1ccc(-c2cn3c(n2)sc2cc(C(=O)Nc4cc(OC)cc(OC)c4)ccc23)cc1
 : . | . | 10% | 5% | 4% | -11% | . | -75% | .
> COc1ccc(Cl)cc1C(=O)OCC(=O)NCCNC(=O)COC(=O)c1cc(Cl)ccc1OC
 : 5% | 0 | 13% | 13% | 1% | -1% | -4% | i | i
> c1ccc(-n2ncc3c(NC4CCCC4)ncnc32)cc1
 : . | . | ? | ? | -13% | -13% | . | i | .
> COc1cccc(-c2cnc(OC(C)(C)C)nc2OC(C)(C)C)c1
 : -2% | 12 | 4% | 18% | -30% | -3% | -17% | i | i
> Cc1ccc(NC(=O)C2CC(=O)n3ncnc3N2)cc1C (stereo not given)
 : -1% | 8 | 13% | 17%[7.66 µM] | 11% | -3% | 9% | i | i

One compound at a time, as listed above. Screens in order: GLP-1R agonist	DRD3 antagonist	TDP43 rescue	GLP1R inv ag	FUS suppressor	Abeta yeast res	aSyn rescue	PTHR1 agonist	pAkt inh
Results for COc1cccc(-c2cnc(OC(C)(C)C)nc2OC(C)(C)C)c1 → -2%	12	4%	18%	-30%	-3%	-17%	i	i
Results for CCc1ccc2[nH]c(C(=O)Nc3ccc4c(c3)OCO4)cc2c1 → 15%	-9	-21%	-4%	35%	-12%	-19%	i	i
Results for COc1ccc(Cl)cc1C(=O)OCC(=O)NCCNC(=O)COC(=O)c1cc(Cl)ccc1OC → 5%	0	13%	13%	1%	-1%	-4%	i	i
Results for Cc1ccc(NC(=S)NC2CCCC2)cc1 → -9%	-22	-8%	?	6%	-9%	-16%	i	i

Continued.
Values run as follows: GLP-1R agonist | DRD3 antagonist | TDP43 rescue | GLP1R inv ag | FUS suppressor | Abeta yeast res | aSyn rescue | PTHR1 agonist | pAkt inh
> COc1ccc(NC(=O)C2CCC(CNc3c(N4CCC(C)CC4)c(=O)c3=O)CC2)cc1OC (stereo not given)
 : 9%&0% | -105*! | -17%&-4% | -2%&12% | ? | 5%&-20% | -3%&-4% | -22%&-7% | i
> COc1ccc(CN(C)CC(=O)Nc2ccccc2-c2ccccc2)c(OC)c1
 : 18% | 2 | -6% | ? | -1% | 7% | -3% | -28% | i
> CCOc1ccc(Nc2nc(Cc3nnc(SCC(N)=O)o3)cs2)cc1
 : 4% | -5 | -11% | -7% | 38% | 12% | 0% | i | .
> COCCN(CCOC)C(=O)c1ccc(NS(=O)(=O)c2ccc3c(c2)OCCO3)cc1
 : -1% | 1 | -8% | 10% | 4% | 0% | 2% | i | i
> CCOC(=O)C1(CCOC)CCCCC1=O (stereo not given)
 : 9% | 7 | 21% | -1% | -22% | 8% | -3% | i | i
> Cc1sc(NC(=O)CN(CCc2ccccc2)C(=O)C2CC2)c(C(N)=O)c1C
 : 12% | -1 | -20%[0.397 µM] | -8% | 22% | 11% | -1% | -9% | i
> CCOC(=O)C1CCN(S(=O)(=O)c2ccc3c(c2)NC(=O)CS3)CC1
 : 7% | -16 | -23% | 3% | -8% | 5% | 0% | 9% | i
> Cc1cccc2sc(N(CCCN(C)C)C(=O)COc3ccccc3)nc12
 : . | . | 2% | -4% | -2% | -7% | . | -14% | .
> CC1(c2nnc(-c3ccncc3)o2)CC(c2ccc(F)cc2)=NO1 (stereo not given)
 : 6% | 3 | 13% | 20% | 5% | -1% | 5% | i | i
> CCC(=O)N1CCc2cc(Br)cc(S(=O)(=O)NCCc3ccccc3Cl)c21
 : 3% | . | 28% | -18% | 26% | 5% | . | -19% | .
> O=C(NC1CCCCC1)C(c1ccc(F)cc1)N(Cc1ccco1)C(=O)c1csnn1 (stereo not given)
 : 2% | -13 | 20% | ? | 21% | -7% | -1% | -19% | i
> CSCCC(NC(=O)/C(=C\c1ccc(Cl)cc1)NC(=O)c1ccccc1)C(=O)O (stereo not given)
 : 4% | 3 | -10% | 10% | -1% | 3% | 0% | i | i
> COc1cc(CC(C#N)(CO)c2nc3ccccc3[nH]2)ccc1OC(F)F (stereo not given)
 : 21% | 103 | -17% | -23% | 18% | -8% | -3% | -21% | i
> O=C(Cn1ncc2c3ccccc3n(Cc3ccccc3F)c2c1=O)NCCc1ccc(Cl)cc1
 : . | . | 13%[9.22 µM] | 11% | -11% | -3% | . | i | .
> O=S(=O)(c1ccc(Cl)cc1)c1nnn2c1nc(N1CCCCC1)c1sccc12
 : . | . | 7% | 3% | -4% | -8% | . | -24% | .
> CCOC(=O)c1ccc(N2C(=O)c3n[nH]c(C)c3C2c2ccccc2)cc1 (stereo not given)
 : -2% | -16 | -13% | -4% | 16% | 14% | -3% | -1%[57.5 µM] | i
> Cc1cn(CC(C)C)c(=O)n(-c2ccccc2)c1=O
 : 7% | 1 | -19% | 9% | -8% | -5% | -7% | -9% | i
> C=CCc1cc(C=Nc2ccc(N3CCOCC3)cc2)cc(OCC)c1O
 : 23% | -15 | -30%[inhibitor] | -6% | 47% | -25% | 23% | -10% | i
> Cc1ccc(C)c(C(=O)COC(=O)Cn2c(C)csc2=O)c1
 : -4% | -5 | ? | 9% | -6% | 29% | -4% | -19% | i
> O=C(O)c1ccc(/C=N/N2CCN(Cc3ccc(Cl)cc3)CC2)cc1
 : 2% | -17 | -7%[9.22 µM] | 31% | ? | 10% | 9% | i | i
> COC(=O)c1sc(NC(=O)CSc2nc3cccnc3n2C2CCCCC2)nc1C
 : ? | -27 | -10% | 23% | 4% | 11% | 2% | i | i
> CCCCN(CCCC)CCn1cnc2c([nH]c3ccc(OC)cc32)c1=O
 : -6%&8% | 2 | 17%&1% | 6%&-5% | -1%&-9% | -6%&-18% | -2%&0% | -3%&-57% | i
> COc1ccc(NC(=O)c2ccco2)cc1NC(=O)c1ccco1
 : 22% | 0 | ? | 19% | 0% | -9% | 2% | -11% | i
> O=C(NC(=S)NNC(=O)c1ccccc1O)c1cccnc1
 : -2% | 18 | -9% | ? | -1% | -17% | 5% | -1% | i
> O=C(COC(=O)c1cccnc1Cl)Nc1nc(-c2ccccc2)cs1
 : -2% | 0 | -3% | 10% | . | -13% | -4% | -33%[inhibitor] | i
> COc1ccc(Br)cc1/C=N/NC(=O)CNC(=O)/C=C/c1ccccc1
 : -36%[inhibitor] | -67* | -1% | -17% | 20% | 5%[9.22 µM] | 11% | i | i
> NS(=O)(=O)c1cc2c(cc1Cl)NC(Cc1ccccc1)NS2(=O)=O (stereo not given)
 : 1% | -6 | 13% | -1% | 4% | 6% | -5% | i | i
> Cc1ccc(NC(=O)COCC(=O)Nc2ccc(C)cc2)cc1
 : -1% | -22 | 9% | -10% | -4% | -16% | -6% | -26% | i
> Cc1cc(C)n2cc(-c3ccc(Cl)cc3)c(C(=O)O)c2n1
 : 4% | 0 | 9% | 0% | . | -10% | -4% | -29% | i
> CCCCOc1ccc(-c2nonc2NC(=O)c2ccco2)cc1
 : . | . | 0%[9.22 µM] | -20% | -19% | -18% | . | -38%[inhibitor] | .
> O=[N+]([O-])c1ccc(Cc2ccccn2)cc1
 : 3% | 8 | 9% | 16% | -7% | 3% | 0%[1.84 µM] | -22% | i
> Cc1noc(C)c1COc1cccc(C(=O)Nc2ccc3c(c2)OCO3)c1
 : 14% | -3 | 15% | ? | 9% | 29% | 1% | -17% | i
> CCCCn1c(N)c(N(CC(C)C)C(=O)CSc2nnc(C)n2-c2ccccc2)c(=O)[nH]c1=O
 : -6% | 21 | 19% | 12% | 18% | 11% | 3% | -20% | i
> O=C(NCC(=O)c1ccccc1)OCc1ccc([N+](=O)[O-])cc1
 : -5% | 6 | 26% | 17% | -26% | 16% | 13% | -16% | i
> Cn1c(NCc2ccccc2F)nc2ccccc21
 : . | . | -3% | -7% | 7% | -21% | . | -10% | .
> CCCS(=O)(=O)c1nc(S(=O)(=O)c2ccc(C)cc2)c(NCCCN2CCOCC2)s1
 : -1% | -7 | -6% | 12% | 16% | -1% | -12% | i | i
> CC(=O)c1ccc(CCCCc2ccc(C(C)=O)cc2)cc1
 : 7% | 6 | 19% | ? | 0% | -3% | 1% | i | i
